Integrin act MD = integrin-mediated muscular dystrophy alleviation activation. alpha7betagal myoblasts, beta-gal FDG fluorescence, 48 h. Potency, µM (series often up to 38.3 µM), for inactives: at the top dose activation, actives largely listed as activators. actives 0.064% (n = 350,000). AID 624291;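 note: potency is the fitted concentration of half-maximal effect; 100% = response of the positive control SU9516; nearly all actives have a fitted effect of over 60% in size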
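alpha7betagal+/- myoblasts (passage 13, 250/well) treated 48 h at 37C with compounds at 1:260 dilution of DMSO stock. Lysed, then beta-galactosidase activity read as FDG fluorescence (ex 480/em 540) after 30 min, with pre-read for autofluorescence.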
GALK inh = galactokinase (human) inhibition | P51570 | Purified GALK, Kinase-Glo residual ATP luminescence | Potency, µM (highest dose often 57.5 µM), for the others: top-dose activity change, negative = inhibition, most hits filed as inhibitors | actives 0.007% (n = 270,000) | AID 1868; note: potency is the fitted concentration of half-maximal effect; % is set by controls: 0 for no effect and ±100 for the full control effect
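5 nM enzyme, 35 uM ATP, 100 uM galactose, 20 mM HEPES pH8.0, 5 mM MgCl2; 1 h RT; residual ATP by Kinase-Glo Plus luminescence, qHTS format.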
BCR signal inh = blocks chronic active B-cell receptor signaling | actives 0.05% (n = 340,000) | ABC-DLBCL IkBa-CBG/CBR reporter, luminescence ratio, 4 h | Potency, µM (top dose mostly 46.1 µM), inactives show at the top dose ratio change, negative = lower green/red ratio, usual class: inhibitors; active = well fitted inhibition curve with a large enough effect in the signal ratio, with a control signal flat, not every such curve was filed as active; inconclusive = small, poorly fitted or top-dose-only effect, or effect the other way, or a change in a side signal; the % refers to the signal ratio;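 note: potency is the fitted concentration of half-maximal effect; plate controls were basal doxycycline-induced cells for no effect and cells given 10 µM MG132 for full effect; MG132 reads +100%, hits lower the ratio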
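Concentration-response series (up to 46 uM) were applied to TMD8 dual-reporter cells for 4 h at 37C with doxycycline. Green/red ratio, after filter-overlap correction, defined %Activity; red signal alone was normalised to basal cells and zero luminescence.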
ASM inhibitor = blocks human secretory acid sphingomyelinase. Potency, µM (series often up to 57.5 µM), without a hit: at the top dose activity change, negative = inhibition, most hits filed as inhibitors. actives 0.006% (n = 340,000). placental ASM, HMU-PC fluorogenic substrate, 60 min; note: potency is the fitted concentration of half-maximal effect
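Fluorogenic HMU-PC substrate (9 uM final) is turned over by placental ASM in 60 min at 37 C after a 10 min compound preincubation. Reaction ended by alkaline stop (pH 10), with fluorescence read at 386/447 nm.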
Coupling enz = coupling enzyme interference in Giardia aldolase counter-screen | coupling enzyme system counterscreen, AmpLite Red fluorescence | activity change, negative = inhibition, % at 58.2 µM, hits read low | actives 0.67% (n = 290,000); in the data active = activity change below about -30%; note: % is set by controls: 0 for no effect and ±100 for the full control effect
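Counterscreen of the coupled detection system alone, without aldolase: glyceraldehyde-3-phosphate coupling enzymes plus AmpLite Red readout. Compounds at 57.5 uM final, 10 min RT preincubation, 20 min RT reaction, fluorescence 525/598 nm.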
Tb PFK block = T. brucei PFK enzyme inhibition; O15648; T. brucei PFK, ADP-Glo luminescence; Potency, µM (titrated, usually from 57.5 µM), without a hit: top-dose activity, negative = inhibition, hits mostly inhibitors; actives 0.17% (n = 330,000); AID 485367;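 note: potency is the fitted concentration of half-maximal effect; 0% = uninhibited 1x PFK enzyme wells and -100% = no-enzyme wells; nearly all actives have a fitted effect of over 60% in size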
Target sequence (O15648 whole entry, looked up): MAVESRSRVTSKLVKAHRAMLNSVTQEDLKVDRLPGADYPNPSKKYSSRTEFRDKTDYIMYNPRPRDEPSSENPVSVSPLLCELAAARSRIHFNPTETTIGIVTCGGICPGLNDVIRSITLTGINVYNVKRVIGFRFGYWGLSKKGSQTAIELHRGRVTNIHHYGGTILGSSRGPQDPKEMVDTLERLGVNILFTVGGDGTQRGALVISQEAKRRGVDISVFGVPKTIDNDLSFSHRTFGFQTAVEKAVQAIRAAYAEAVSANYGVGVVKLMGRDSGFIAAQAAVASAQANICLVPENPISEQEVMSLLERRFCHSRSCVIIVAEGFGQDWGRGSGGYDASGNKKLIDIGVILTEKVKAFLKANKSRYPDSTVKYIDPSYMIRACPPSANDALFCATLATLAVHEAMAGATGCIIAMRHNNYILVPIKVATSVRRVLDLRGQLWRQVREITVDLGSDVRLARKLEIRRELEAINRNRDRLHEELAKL
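Activity is normalized to no-enzyme wells (full inhibition) and 1.25 nM enzyme wells (no inhibition). Reaction: 0.5 mM F6P, 0.1 mM ATP, 45 min RT, ADP-Glo luminescence; concentration-response curves fitted and classed by quality.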
Giardia kill = Giardia lamblia killing. Giardia lamblia trophozoite viability. activity change, % at 7.66 µM, hits read low. actives 0.15% (n = 340,000); in the data active = activity change below about -80%; inconclusive = between about -30% and that limit;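 note: parasites exposed to compound for two days anaerobically before the ATP read; % is set by controls: 0 for no effect and ±100 for the full control effect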
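Luminescence from cellular ATP indicates surviving trophozoites (100 cells/well) following 48 hrs anaerobic compound treatment at 37 deg C; signal develops 15-30 min at room temperature.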
PTAP TSG101 blk = blocks PTAP/TSG101 interaction to inhibit HIV-1 budding | Potency, µM (series often up to 115 µM), for the others: at the top dose activity change, negative = inhibition, most hits filed as inhibitors | 340,000 tested, under 10 active | Fluorescence polarization, FITC-PTAP peptide / Tsg101 binding | Q99816; active = well fitted inhibition curve with a large enough effect in the main read-out, with a control signal flat, not every such curve was filed as active; inconclusive = small, poorly fitted or top-dose-only effect, or effect the other way, or a change in a side signal; inactive = no such curve, though single readings can be large or run the other way; note: potency is the fitted concentration of half-maximal effect; % of control where 0% means no effect
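Fluorescence polarization binding of Tsg101 binding domain (10 uM final) to FITC-labeled PTAP peptide (50 nM final) in HEPES pH 7.5 buffer with NaCl, Tween 20, EDTA, TCEP. Compounds added before peptide; binding 20 min at RT.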
Menin-MLL TR inh = menin-MLL binding inhibition, Texas Red mutant peptide; AID 1768; Potency, µM (series often up to 61.6 µM), for inactives: top-dose FP activity change, negative = inhibition, most hits filed as inhibitors; O00255; Menin + Texas Red MLL mutant peptide, fluorescence polarization; actives 0.23% (n = 270,000); active = well fitted inhibition curve with a large enough effect in the polarisation, with a control signal flat, not every such curve was filed as active; inconclusive = small, poorly fitted or top-dose-only effect, or effect the other way, or a change in a side signal; inactive = no such curve, though single readings can be large or run the other way; the % refers to the polarisation; note: potency is the fitted concentration of half-maximal effect; % of control where 0% means no effect; many of its hits are not listed in these tables
PKM2 activator = increases activity of human pyruvate kinase M2. actives 0.34% (n = 260,000). P14618. Potency, µM (doses to about 57.5 µM), for inactives: at the top dose activation, hits mostly activators. AID 1631. purified PKM2, Kinase-Glo ATP luminescence, activation; response scale: 0% is enzyme alone, no compound; note: potency is the fitted concentration of half-maximal effect; % is set by controls: 0 for no effect and ±100 for the full control effect; nearly all actives have a fitted effect of over 55% in size
Target sequence (P14618 whole entry, looked up): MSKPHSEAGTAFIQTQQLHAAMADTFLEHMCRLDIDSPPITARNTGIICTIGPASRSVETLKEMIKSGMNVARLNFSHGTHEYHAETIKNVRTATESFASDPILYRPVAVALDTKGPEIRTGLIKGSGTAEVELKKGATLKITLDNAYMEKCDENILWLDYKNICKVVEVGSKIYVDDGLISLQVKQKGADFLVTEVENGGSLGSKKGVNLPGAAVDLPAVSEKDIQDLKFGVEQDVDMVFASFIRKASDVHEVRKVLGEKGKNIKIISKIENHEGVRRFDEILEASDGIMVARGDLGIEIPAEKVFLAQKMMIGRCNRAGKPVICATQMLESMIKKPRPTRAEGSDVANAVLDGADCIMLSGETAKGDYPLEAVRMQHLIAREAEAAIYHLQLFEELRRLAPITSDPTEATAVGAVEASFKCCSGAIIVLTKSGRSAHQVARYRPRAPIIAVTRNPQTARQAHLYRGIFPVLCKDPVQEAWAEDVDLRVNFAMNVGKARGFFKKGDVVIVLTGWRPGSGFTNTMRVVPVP
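Purified hPK-M2 (>95% pure) converted ADP (0.1 mM final) to ATP with 0.5 mM PEP in 50 mM imidazole pH7.2, KCl, MgCl2, Tween 20, BSA; 1 h at room temperature. ATP detected by Kinase-Glo luminescence.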
B2AR arrestin = recruits beta-arrestin to the human beta2-adrenergic receptor; P07550; beta-arrestin recruitment to beta2AR, cell-based reporter; Potency, µM (highest dose often 46.1 µM), without a hit: at the top dose activation, hits mostly activators; actives 0.02% (n = 330,000);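 note: potency is the fitted concentration of half-maximal effect; 0% = DMSO controls and full agonism = EC100 isoproterenol or metaproterenol; nearly all actives have a fitted effect of over 65% in size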
An asterisk follows results filed as active; ? = inconclusive; / = not tested or not shown; & = joins results of further samples; [ ] = another dose, or the depositor's remark. Unless noted, calls come from the whole dose curve; as a rule, active = well fitted curve in the direction sought with a large enough effect; inconclusive = small, poorly fitted or top-dose-only effect, or another doubt; inactive = no such curve, though single readings can be large; an effect the other way counts as inactive or inconclusive.

SMILES	Integrin act MD	GALK inh	BCR signal inh	ASM inhibitor	Coupling enz	Tb PFK block	Giardia kill	PTAP TSG101 blk	Menin-MLL TR inh	PKM2 activator	B2AR arrestin
CC(C)CN(C(=O)C1CSC2(C)CCC(=O)N12)c1c(N)n(Cc2ccccc2)c(=O)[nH]c1=O (stereo unspecified)	-24%	0%	2%	2%	/	0%	-6	-5%	/	-7%	0.5%
CC(C)(C)OC(=O)N1CCC(C(=O)N2CCC[C@H]2C(=O)O)CC1	27%[7.66 µM]	-5%	4%	0%	1	-3%	2	-2%	14%	-3%	-0.5%
O=C(Cn1cnc2scc(-c3ccc(Cl)cc3)c2c1=O)N1CCOCC1	21%	-2%	?	-2%	0	-1%	0	-7%	/	9%	-0.2%
O=C(NC(=S)NCCOCc1ccc(Cl)cc1)c1cccnc1	-18%	1%	-1%	0%	1	-2%	0	0%	5%	7%	0.4%
FC(F)(F)c1nnc(-c2ccccc2)nc1N1CCCC1	0%	1%	1%	1%	0	2%	-2	-2%	-30%	0%	-0.4%
COc1ccc(CCNC(=O)Nc2cccc([N+](=O)[O-])c2)cc1OC	10%	-2%	-2%	0%	-5	1%	-13	-4%	?	-1%	0.7%
O=C(OCc1ccccc1)/C(=C/c1cccc(Br)c1)NC(=O)c1ccco1	-37%	-2%	?	-3%	-1	-7%	15	/	8%	6%	0.2%
N#Cc1ccc(C(=O)NC(=S)N2CCOCC2)cc1	8%	/	0%	-1%	/	7%	9	2%	/	/	0.0%
CC(C)N(C(=O)CSc1nc2ccccc2c(=O)[nH]1)C(C)C	15%	9%	?	-2%	2	-4%	-16	-2%	?	26%	0.2%
O=C(Nc1ccc(Oc2nnc(-c3ccccc3)c3ccccc23)cc1)c1ccccc1	-28%	1%	-24%	-2%	2	-2%	18	-1%	?	1%	-0.6%
CC(O)/C=C/C1OC(=O)CC1Nc1ccc(C=O)cc1 (stereo unspecified)	30%	7%	0%	6%	1	-1%	-24	-2%	3%	2%	0.1%
CN(C)CCN(Cc1cc2cc3c(cc2[nH]c1=O)OCO3)C(=S)NCc1ccco1	3%	3%	-9%	45%[activator]	5	0%	7	-3%	0%	-4%	-0.3%
CN(C)CCCOC(=O)COc1ccc(C(C)(C)C)cc1	-17%	0%	5%	3%	4	8%	10	-5%	-15%	2%	0.1%
CC(C)C(NC(=O)c1ccc(C(C)(C)C)cc1)C(=O)Nc1cccc(S(N)(=O)=O)c1 (stereo unspecified)	-12%	12%	?	-5%	-5	-13%	-10	0%	10%	?	0.4%
CN(CC(=O)Nc1ccc(N2CCOCC2)cc1)C(=O)Cc1ccccc1	-5%	/	0%	4%	/	7%	19	-1%	/	/	-0.3%
Cc1ccc(-c2cn(S(=O)(=O)c3cccc([N+](=O)[O-])c3)nc2N)cc1	-34%	1%	12%	-11%	-4	0%	-25	-3%	?	-2%	-0.3%
CCCC(=O)c1ccc(N2CCN(S(=O)(=O)c3ccccc3)CC2)c(F)c1	-11%	0%	?	-5%	-1	0%	-7	-2%	-10%	0%	-0.8%
CN(C(=O)COc1ccccc1)c1nnc(C23CC4CC(CC(C4)C2)C3)s1	11%	/	7%	-7%	7	7%	-5	0%	11%	-6%	-2.0%
CCOc1ccccc1NC(=O)c1ccc2c(c1)C(=O)N(C(C)(C)C)C2=O	6%	2%	3%	0%	0	-2%	54[activator]	0%	20%	0%	-0.4%
COc1ccccc1NC(=O)c1oc2ccccc2c1NC(=O)C1CC1	15%	-5%	6%	-3%	/	0%	14	0%	/	/	0.3%
O=C(CN(Cc1ccccc1F)C(=O)c1csnn1)NC1CCCCC1	-25%	18%	-18%	7%	3	-2%	4	-3%	-11%	2%	0.0%
O=C(CCC(=O)NNC(=O)COc1ccccc1)NCc1ccccc1	15%	/	5%	6%	3	-2%	-9	-8%	-12%	-4%	0.9%
C(=C\c1ccccc1)/C=N/Nc1nc(N2CCCCC2)nc(N2CCCCC2)n1	-11%	-1%	1%	-4%	3	-1%	2	-1%	0%	-3%	-0.8%
Cc1ccc(OCc2nnc(SCC(=O)O)n2N)cc1	20%	-2%	1%	5%	2	1%	9	-5%	7%	-1%	-0.5%
O=C(NCC(=O)N(c1ccc(F)cc1)C(C(=O)NC1CCCC1)c1cccnc1)c1cccs1 (stereo unspecified)	-8%	-1%	2%	0%	1	0%	17	-1%	-11%	-11%	0.0%
O=C(c1ccccc1)c1ccc(C(=O)N2CCOCC2)cc1	-8%	3%	2%	2%	5	-2%	-11	-4%	-4%	-1%	-0.1%
CCC(OC(=O)c1cc2sccc2n1C)C(=O)NCC1CCCO1 (stereo unspecified)	11%	0%	7%	2%	0	-1%	14	-3%	1%	-1%	0.1%
Nc1cc(N)nc(SCCOc2ccccc2)n1	-4%	1%	?	45%	-3	-4%	16	-2%	2%	14%	0.3%
CC(=O)N1CCN(Cc2nc3cc(NC(=O)c4ccccc4)ccc3n2C)CC1	-19%	/	-18%	-2%	-9	-1%	5	-2%	16%	-6%	0.1%
Cc1ccc(-c2cccc(C3CC=CC4C3C(=O)N(Cc3ccccc3)C4c3cc(C)ccc3F)c2)cc1 (stereo unspecified)	-3%	-3%	-6%	0%	0&1	2%	-5&18	-1%	10%	3%	-0.1%
COc1ccc(C(=O)CC(=O)C(=O)Nc2cccc(F)c2)cc1	0%	-1%	-4%	4%	0	-4%	?	-4%	-1%	/	0.5%
COCc1cc(C)nc(SCC(=O)Nc2ccccc2C)c1C#N	-51%[inhibitor]	7%	-4%	-2%	2	1%	4	0%	0%	-4%	-1.1%
O=C(NN=C1CCCCCCC1)c1ccc(F)cc1	-8%	4%	?	-2%	3	-2%	1	1%	22%	-15%	0.1%
CCOC(=O)CNc1ncnc2nc[nH]c12	-6%	-1%	-11%	4%	0	0%	5	-7%	15%	4%	-0.3%
Cc1ccc(C)c(NC(=S)NCc2cccs2)c1	21%	3%	10%	1%	1	3%	11	0%	-3%	3%	-0.8%
COc1ccc(NC(C)=O)cc1NS(=O)(=O)c1cn(C)c(=O)n(C)c1=O	-8%	/	?	13%	2	5%	2	-2%	-13%	0%	-0.1%
CCOC(=O)c1ccc(NS(=O)(=O)N2CCCCCC2)cc1	-19%	-1%	?	-5%	-1	-6%	-3	-2%	1%	1%	-0.8%
Cc1ccc(NC(=O)CSC2=C(C#N)C(c3ccc4c(c3)OCO4)C3=C(CCCC3=O)N2)c(C)c1 (stereo unspecified)	-38%	1%	1%	25%	-1	-2%	4	0%	?	5%	-0.4%
CC(=O)NNC(=O)CCn1nnc2ccccc21	-20%	-1%	-6%	1%	-1	1%	-10	0%	1%	3%	0.0%
Nc1ccccc1-c1nnc(SCc2ccccc2Cl)[nH]c1=O	-12%	-4%	?	-10%	5	-7%	-10	-4%	/	3%	0.3%
COc1ccc(C(=O)Nc2nccs2)cc1OC	2%	-3%	?	-1%	7	-1%	-15	-3%	3%	-2%	-0.2%
C=CCNCCCCOc1ccccc1	-12%	/	7%	2%	0	-5%	4	-4%	-10%	10%	-1.8%
CS(=O)(=O)c1ccccc1C(=O)Nc1ccc(-c2nc3ccccc3[nH]2)cc1	4%	-1%	?	-3%	-1	-2%	-7	4%	-3%	2%[0.46 µM]	-0.1%
N#Cc1cc(-c2ccc(Cl)cc2)cnc1Sc1ccccc1	11%	0%	-6%	0%	0	-2%	-9	-1%	/	2%	-0.2%
COc1ccc(NC(=O)CCNC(=O)c2ccco2)cc1Cl	-6%	-2%	-8%	2%	-1	5%	-1	2%	-11%	-5%	-0.6%
O=S(=O)(NCc1cccnc1)c1cc(Cl)ccc1Cl	15%	1%	0%	0%	0	-1%	-15	-3%	-7%	3%	0.1%
CCN(CC)C(=O)Cn1cc(C(=O)C(=O)N2CCCc3ccccc32)c2ccccc21	-6%	1%	1%	-1%	1	-7%	-11	-1%	2%	5%	-1.1%
CSc1ccc(C(=O)C2CCCN(C(=O)c3ccc4c(c3)OCO4)C2)cc1 (stereo unspecified)	38%	-2%	-8%	-7%	/	1%	19	-1%	/	/	-0.5%

The list is partial, so the mix of outcomes need not match the whole.
